INS-1E ATP HTS: protection of INS-1E cells from cytokine death, primary screen, ATP luminescence, single point. INS-1E cytokine-induced death, 48 h; normalised: neutral wells 0, positive control 100. AID 488910, 2010. 0.1% of 20,000 active. protection from cytokine-induced ATP loss, % at 10 µM;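 active means mean replicate protection from cytokine-induced ATP loss at least 50% and at least 75% of replicates each reaching 50%; inconclusive means meets only one of the two criteria, mean or replicate share; inactive means fails both the mean and replicate share criteria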
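Material: INS-1E rat cells; Quantity: 8000 cells/well; Buffer or medium: phenol-red-free RPMI with 5% fetal bovine serum; Probe or stimulus: cytokine cocktail of IFN-γ, TNF-α and IL-1β; Compound dosing: single test concentration per compound, delivered by pin transfer; Incubation: 48 h co-treatment, 10 min post-lysis read; Signal: CellTiter-Glo luminescence.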
T cruzi HTS: inhibitors of intracellular Trypanosoma cruzi, primary screen, cell-based, plate reader, single point, set 2; intracellular Trypanosoma cruzi in host cells; activity score (inhibition), % at 5.01 µM; 4.9% of 22,000 active; AID 651903, 2012; in the data active means activity score above about 55%; inconclusive means no clear call, values can overlap the other calls;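 further: parasites and compound incubated about four days before reading; 0% = median of neutral control wells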
* hit, by the source's call; ? = inconclusive; . = not tested or not shown.

SMILES | INS-1E ATP HTS | T cruzi HTS
Cc1cc(C(=O)Nc2cccc3c2O[C@@H](CN(C)C(=O)Nc2ccccc2)[C@@H](C)CN([C@H](C)CO)C3=O)n(C)n1 | 4.5 | 60.7*
C[C@H](CO)N1C[C@H](C)[C@H](CN(C)Cc2ccccc2)Oc2ncc(-c3cccc(F)c3)cc2C1=O | . | 29.5
C[C@H]1CN([C@@H](C)CO)C(=O)c2cc(NS(C)(=O)=O)ccc2O[C@@H]1CN(C)S(C)(=O)=O | 6.7 | -13.0
COc1ccc(NC(=O)N(C)C[C@H]2Oc3c(NS(=O)(=O)c4cccs4)cccc3C(=O)N([C@H](C)CO)C[C@H]2C)cc1 | -3.7 | -9.2
C[C@@H]1CN([C@@H](C)CO)C(=O)Cc2cc(N(C)C)ccc2O[C@@H]1CN(C)S(=O)(=O)c1ccc(Cl)cc1 | 6.1 | -16.6
C[C@H]1CN([C@@H](C)CO)C(=O)c2cccc(NS(=O)(=O)c3ccccc3)c2O[C@@H]1CN(C)Cc1ccc(C(=O)Nc2ccccc2N)cc1 | -11.2 | 43.5
C[C@@H]1CN([C@H](C)CO)C(=O)Cc2cc(NC(=O)Cc3cn(C)c4ccccc34)ccc2O[C@H]1CN(C)C(=O)Nc1ccc(F)cc1 | 6.3 | 5.4
COc1ccc(S(=O)(=O)N(C)C[C@@H]2Oc3ccc(NC(=O)Cn4cnnn4)cc3CC(=O)N([C@@H](C)CO)C[C@@H]2C)cc1 | 9.5 | -5.5
Cc1noc(C)c1NC(=O)N(C)C[C@@H]1Oc2c(NS(=O)(=O)c3cccs3)cccc2C(=O)N([C@H](C)CO)C[C@H]1C | 2.7 | -29.6
C[C@@H]1CN([C@H](C)CO)C(=O)Cc2cc(NS(=O)(=O)c3ccccc3)ccc2O[C@H]1CN(C)S(C)(=O)=O | 6.9 | -11.9
C[C@@H]1CN([C@@H](C)CO)C(=O)c2cc(NC(=O)CCCN(C)C)ccc2O[C@H]1CN(C)Cc1ccc2c(c1)OCO2 | 3.1 | -4.1
C[C@@H]1CCCCO[C@@H](CN(C)CC2CC2)[C@@H](C)CN([C@H](C)CO)C(=O)c2cc(NC(=O)CCCN(C)C)ccc2O1 | 5.1 | -14.8
COC(=O)CCCCCCC(=O)N/N=C/c1ccc(-c2cccc(Cl)c2)o1 | 4.5 | 26.9
C[C@@H]1CN([C@@H](C)CO)C(=O)Cc2cc(NS(C)(=O)=O)ccc2O[C@@H]1CN(C)S(=O)(=O)c1ccc(Cl)cc1 | 6.9 | 2.6
C[C@@H]1CN([C@@H](C)CO)C(=O)c2cccc(NS(=O)(=O)c3ccccc3)c2O[C@H]1CN(C)C | 9.7 | -39.9

Brought forward from above: 4 compounds, followed by the next part.
SMILES | INS-1E ATP HTS | T cruzi HTS
C[C@@H]1CCCCO[C@@H](CN(C)CC2CC2)[C@@H](C)CN([C@H](C)CO)C(=O)c2cc(NC(=O)CCCN(C)C)ccc2O1 | 5.1 | -14.8
COC(=O)CCCCCCC(=O)N/N=C/c1ccc(-c2cccc(Cl)c2)o1 | 4.5 | 26.9
C[C@@H]1CN([C@@H](C)CO)C(=O)Cc2cc(NS(C)(=O)=O)ccc2O[C@@H]1CN(C)S(=O)(=O)c1ccc(Cl)cc1 | 6.9 | 2.6
C[C@@H]1CN([C@@H](C)CO)C(=O)c2cccc(NS(=O)(=O)c3ccccc3)c2O[C@H]1CN(C)C | 9.7 | -39.9
C[C@H](CO)N1C[C@H](C)[C@@H](CN(C)Cc2ccc3c(c2)OCO3)Oc2c(NC(=O)CCCCCC(=O)Nc3ccccc3N)cccc2C1=O | 11.8 | 72.7*
CC(C)NC(=O)Nc1cccc2c1O[C@H](CN(C)S(=O)(=O)c1cn(C)cn1)[C@H](C)CN([C@H](C)CO)C2=O | 11.6 | -33.1
CC(C)NC(=O)N(C)C[C@H]1Oc2ccc(NC(=O)Cc3cn(C)c4ccccc34)cc2C(=O)N([C@H](C)CO)C[C@@H]1C | . | -5.0
COc1ccc(CN(C)C[C@H]2OCCCC[C@@H](C)Oc3ccc(NS(=O)(=O)c4cn(C)cn4)cc3C(=O)N([C@H](C)CO)C[C@@H]2C)cc1 | -4.4 | -19.1
COc1ccc(S(=O)(=O)Nc2cccc3c2O[C@H](CN(C)C(=O)Nc2cccc4ccccc24)[C@@H](C)CN([C@@H](C)CO)C3=O)cc1 | 1.7 | 0.7
C[C@@H]1CN([C@H](C)CO)C(=O)Cc2cc(NC(=O)NC3CCCCC3)ccc2O[C@H]1CN(C)Cc1ccc(C(=O)Nc2ccccc2N)cc1 | -2.7 | 51.4
Cc1ccc(S(=O)(=O)Nc2ccc3c(c2)C(=O)N([C@@H](C)CO)C[C@@H](C)[C@@H](CN(C)CC2CC2)O3)cc1 | 2.0 | -11.1
C[C@H](CO)N1C[C@H](C)[C@@H](CN(C)Cc2ccccc2)Oc2c(NC(=O)Nc3ccc(C(F)(F)F)cc3)cccc2C1=O | -38.6 | 53.4
C[C@H](CO)N1C[C@H](C)[C@@H](CN(C)C(=O)Nc2ccc(F)cc2)Oc2c(NC(=O)c3ccncc3)cccc2C1=O | -14.0 | -32.3
NC(=O)COc1ccc(/C=N/NC(=O)c2cccc(C(=O)NO)c2)cc1 | -6.2 | 4.6
Cc1noc(C)c1S(=O)(=O)Nc1ccc2c(c1)CC(=O)N([C@H](C)CO)C[C@@H](C)[C@H](CN(C)Cc1ccncc1)O2 | -1.3 | -6.2
CC(C)NC(=O)Nc1ccc2c(c1)CC(=O)N([C@@H](C)CO)C[C@H](C)[C@H](CN(C)S(=O)(=O)c1ccc(F)cc1)O2 | -0.9 | -2.1
O=C(N/N=C/c1cc(I)cc(I)c1O)c1ccccc1O | -104.8 | 81.7*
C[C@@H]1CCCCO[C@@H](CN(C)CC2CCCCC2)[C@@H](C)CN([C@H](C)CO)C(=O)c2cc(NC(=O)Cc3ccccc3)ccc2O1 | -4.9 | -0.8
COc1ccc(S(=O)(=O)N(C)C[C@H]2Oc3ccc(NS(=O)(=O)c4ccc(F)cc4)cc3CC(=O)N([C@H](C)CO)C[C@H]2C)cc1 | 10.6 | ?

(listing goes on)
SMILES | INS-1E ATP HTS | T cruzi HTS
C[C@@H]1CN([C@H](C)CO)C(=O)c2cc(NC(=O)CCC(F)(F)F)ccc2O[C@H]1CN(C)Cc1ccc(Oc2ccccc2)cc1 | -48.9 | -9.4
C[C@H]1CN([C@@H](C)CO)C(=O)c2cccc(NS(=O)(=O)c3ccc(F)cc3)c2O[C@H]1CN(C)C(=O)NC1CCCCC1 | -3.4 | 3.2
C[C@@H]1CN([C@H](C)CO)C(=O)Cc2cc(NS(=O)(=O)c3ccc(F)cc3)ccc2O[C@H]1CN(C)S(=O)(=O)c1cccs1 | 2.8 | -4.0
C[C@H](CO)N1C[C@H](C)[C@H](CN(C)C(=O)Nc2ccccc2)Oc2ccc(NS(C)(=O)=O)cc2C1=O | 7.8 | -10.7
COc1ccc(NC(=O)N(C)C[C@H]2Oc3ccc(NS(C)(=O)=O)cc3CC(=O)N([C@@H](C)CO)C[C@@H]2C)cc1 | -0.8 | -4.8
C[C@@H]1CN([C@@H](C)CO)C(=O)Cc2cc(NS(=O)(=O)c3ccccc3)ccc2O[C@@H]1CN(C)C(=O)Nc1ccccc1 | 8.0 | -9.4
C[C@H]1CN([C@@H](C)CO)C(=O)c2cc(NC(=O)Nc3ccc4c(c3)OCO4)ccc2O[C@H]1CN(C)S(=O)(=O)c1ccc(F)cc1 | . | 8.0
C[C@@H]1CN([C@@H](C)CO)C(=O)c2cccc(NC(=O)NC3CCCCC3)c2O[C@H]1CN(C)CC1CC1 | 6.2 | 33.1
CC(C)NC(=O)Nc1ccc2c(c1)CC(=O)N([C@H](C)CO)C[C@@H](C)[C@@H](CN(C)Cc1ccc(Oc3ccccc3)cc1)O2 | -18.4 | 12.9
C[C@H](CO)N1C[C@H](C)[C@H](CN(C)CC2CC2)Oc2ccc(NC(=O)Cc3cn(C)c4ccccc34)cc2CC1=O | 5.8 | 1.0
C[C@H](CO)N1C[C@H](C)[C@@H](CN(C)S(=O)(=O)c2ccccc2)Oc2c(NC(=O)c3ccncc3)cccc2C1=O | 9.9 | -22.6
O=C(O)CCCCCC(=O)N/N=C/c1ccc(C(F)(F)F)cc1 | -2.7 | -6.2
C[C@H](CO)N1C[C@H](C)[C@H](CN(C)S(=O)(=O)c2cccs2)Oc2ccc(NC(=O)Nc3ccc(C(F)(F)F)cc3)cc2CC1=O | -21.5 | 40.9
Cc1noc(C)c1S(=O)(=O)Nc1cccc2c1O[C@H](CN(C)S(C)(=O)=O)[C@H](C)CN([C@@H](C)CO)C2=O | 10.1 | -31.4
COc1ccc(NC(=O)N(C)C[C@@H]2Oc3c(NC(=O)Nc4cccc5ccccc45)cccc3C(=O)N([C@@H](C)CO)C[C@@H]2C)cc1 | -6.6 | 25.0

Next section; the last 2 above are carried over.
SMILES | INS-1E ATP HTS | T cruzi HTS
Cc1noc(C)c1S(=O)(=O)Nc1cccc2c1O[C@H](CN(C)S(C)(=O)=O)[C@H](C)CN([C@@H](C)CO)C2=O | 10.1 | -31.4
COc1ccc(NC(=O)N(C)C[C@@H]2Oc3c(NC(=O)Nc4cccc5ccccc45)cccc3C(=O)N([C@@H](C)CO)C[C@@H]2C)cc1 | -6.6 | 25.0
C[C@@H]1CN([C@H](C)CO)C(=O)c2cccc(NC(=O)c3cnccn3)c2O[C@@H]1CN(C)C(=O)Nc1cccc2ccccc12 | 4.3 | -8.6
O=C(N/N=C/c1cc(Br)ccc1O)c1ccccn1 | -44.9 | 24.7
C[C@H]1CN([C@@H](C)CO)C(=O)CCCn2cc(nn2)CO[C@H]1CN(C)C(=O)Nc1cccc(C(F)(F)F)c1 | . | 3.0
COc1ccc(S(=O)(=O)N(C)C[C@@H]2Oc3ccc(NS(=O)(=O)c4ccc(C)cc4)cc3C(=O)N([C@H](C)CO)C[C@@H]2C)cc1 | . | 26.8
C[C@@H]1CN([C@H](C)CO)C(=O)c2cc(NS(=O)(=O)c3cn(C)cn3)ccc2O[C@@H]1CN(C)Cc1ccncc1 | 0.8 | -9.0
C[C@@H]1CN([C@H](C)CO)C(=O)Cc2cc(NS(=O)(=O)c3cccs3)ccc2O[C@@H]1CN(C)S(=O)(=O)c1ccccc1 | -1.1 | 59.3*
CNC[C@@H]1Oc2c(NS(=O)(=O)c3c(C)noc3C)cccc2C(=O)N([C@H](C)CO)C[C@H]1C | 0.9 | -26.9
Cc1noc(C)c1NC(=O)N(C)C[C@@H]1Oc2c(NC(=O)c3ccc(-c4nccs4)cc3)cccc2C(=O)N([C@H](C)CO)C[C@H]1C | -2.4 | -22.1
C[C@@H]1CN([C@H](C)CO)C(=O)c2cc(NC(=O)Nc3ccc4c(c3)OCO4)ccc2O[C@@H]1CN(C)Cc1ccccc1 | -3.5 | 3.7
C[C@@H]1CN([C@H](C)CO)C(=O)c2cc(NC(=O)c3ccncc3)ccc2O[C@@H]1CN(C)S(=O)(=O)c1ccccc1 | 3.1 | 0.9
C[C@H](CO)N1C[C@H](C)[C@@H](CN(C)S(=O)(=O)c2cccs2)Oc2c(NS(=O)(=O)c3ccc(Cl)cc3)cccc2C1=O | 5.5 | -10.2
CNC[C@H]1Oc2ccc(NC(=O)C3CCCCC3)cc2CC(=O)N([C@H](C)CO)C[C@H]1C | -4.5 | -25.5
Cc1noc(C)c1NC(=O)Nc1ccc2c(c1)C(=O)N([C@H](C)CO)C[C@H](C)[C@@H](CN(C)S(=O)(=O)c1c(C)noc1C)OCCCC[C@@H](C)O2 | 0.0 | -4.4
CC(C)NC(=O)N(C)C[C@@H]1Oc2ccc(NC(=O)CCCN(C)C)cc2CC(=O)N([C@H](C)CO)C[C@@H]1C | -2.1 | -12.6
COc1ccc(S(=O)(=O)N(C)C[C@H]2Oc3ccc(NC(=O)C4CCCCC4)cc3C(=O)N([C@@H](C)CO)C[C@H]2C)cc1 | -1.0 | -0.2

(more compounds)
SMILES | INS-1E ATP HTS | T cruzi HTS
C[C@@H]1CN([C@H](C)CO)C(=O)Cc2cc(NC(=O)Nc3ccccc3)ccc2O[C@@H]1CN(C)C(=O)NC1CCCCC1 | 13.9 | -12.4
C[C@@H]1CCCCO[C@@H](CN(C)CC2CCCCC2)[C@@H](C)CN([C@H](C)CO)C(=O)c2cc(NC(=O)c3ccccc3)ccc2O1 | -8.8 | 23.5
C[C@@H]1CCCCO[C@H](CN(C)S(=O)(=O)c2cccs2)[C@@H](C)CN([C@H](C)CO)C(=O)c2cc(NC(=O)Cc3ccccc3)ccc2O1 | -2.7 | -11.1
COc1ccc(NC(=O)N(C)C[C@@H]2OCCCC[C@@H](C)Oc3ccc(NC(=O)c4ccccc4)cc3C(=O)N([C@H](C)CO)C[C@@H]2C)cc1 | 0.6 | -16.0
C[C@@H]1CN([C@H](C)CO)C(=O)c2cccc(NS(=O)(=O)c3ccc(Cl)cc3)c2O[C@H]1CN(C)Cc1ccccc1 | 2.9 | -16.0
Cc1ccc(S(=O)(=O)N(C)C[C@@H]2Oc3ccc(NC(=O)CCCCCC(=O)Nc4ccccc4N)cc3CC(=O)N([C@@H](C)CO)C[C@@H]2C)cc1 | 3.4 | -14.8
COc1ccc(CN(C)C[C@@H]2Oc3c(NC(=O)Nc4ccc(F)cc4)cccc3C(=O)N([C@@H](C)CO)C[C@@H]2C)cc1 | -14.6 | -16.5
C[C@H](CO)N1C[C@H](C)[C@@H](CN(C)C(=O)Nc2cccc3ccccc23)Oc2ccc(NC(=O)c3ccncc3)cc2C1=O | . | -41.2
C[C@@H]1CN([C@@H](C)CO)C(=O)c2cc(NS(=O)(=O)c3cn(C)cn3)ccc2O[C@H]1CN(C)Cc1ccccc1 | 5.3 | -22.0
